# Screening results deposited in PubChem by National Center for Advancing Translational Sciences (NCATS).
# PGK inhibitor – T. brucei PGK inhibition. P07378. PGK/GAPDH coupled, Kinase-Glo luminescence, 60 min. 380,000 compounds, 0.043% hits. Potency, µM (doses to about 57.5 µM), for the others: at the highest dose activity change, negative = inhibition, hits mostly inhibitors. AID 602233; also: % is scaled to controls: 0 for no effect and ±100 for the full control effect; nearly all actives have a fitted effect of over 60% in size
# Target sequence (P07378 whole entry, looked up): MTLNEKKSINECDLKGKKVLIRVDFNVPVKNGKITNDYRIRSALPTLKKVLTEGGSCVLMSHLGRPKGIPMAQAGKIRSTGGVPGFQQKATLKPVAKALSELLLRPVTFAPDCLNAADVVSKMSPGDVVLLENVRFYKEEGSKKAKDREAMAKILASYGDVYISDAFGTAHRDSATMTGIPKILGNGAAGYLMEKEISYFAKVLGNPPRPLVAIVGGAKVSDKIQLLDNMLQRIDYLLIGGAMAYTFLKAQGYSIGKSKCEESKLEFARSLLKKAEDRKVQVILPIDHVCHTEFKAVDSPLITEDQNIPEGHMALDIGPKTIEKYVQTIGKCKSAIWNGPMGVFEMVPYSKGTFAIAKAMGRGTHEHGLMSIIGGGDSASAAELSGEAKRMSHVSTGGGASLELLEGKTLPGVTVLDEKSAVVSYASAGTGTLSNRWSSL
#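 Recombinant glycosomal PGK reaction used 1,3-bisphosphoglycerate generated in-well by GAPDH (100nM final) in 100mM TEA pH 7.6, 5mM MgCl2, 0.01% Tween-20. After 60 minutes at room temperature, ATP was read by Kinase-Glo Plus luminescence end-point.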
# JMJD2A Tudor inh – inhibitors of human JMJD2A Tudor domain | O75164 | AlphaScreen JMJD2A-Tudor / H3K4me3 peptide binding | Potency, µM (titrated, usually from 114 µM), for the others: at the top dose activity change, negative = inhibition, most hits filed as inhibitors | 390,000 compounds, 4.4% hits | AID 504339; also: % is scaled to controls: 0 for no effect and ±100 for the full control effect; nearly all actives have a fitted effect of over 50% in size
# HP1b binding inh – HP1-beta chromodomain-methylated histone interaction inhibition; 390,000 compounds, 0.56% hits; P83916; AID 540317; AlphaScreen HP1-beta / biotin-H3K9me3 peptide binding; Potency, µM (titrated, usually from 114 µM), for inactives: at the highest dose activity change, negative = inhibition, most hits filed as inhibitors; also: nearly all actives have a fitted effect of over 70% in size; inactives centre near 23
# Target sequence (P83916 whole entry, looked up): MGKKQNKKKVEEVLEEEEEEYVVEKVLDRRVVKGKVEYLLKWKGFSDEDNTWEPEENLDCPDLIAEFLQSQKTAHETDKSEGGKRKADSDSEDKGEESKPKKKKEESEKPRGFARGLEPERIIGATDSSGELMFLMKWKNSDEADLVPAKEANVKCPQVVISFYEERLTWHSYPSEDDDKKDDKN
#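 HP1-beta protein (50 nM final) preincubated 30 min at room temperature with biotinylated H3(1-18)K9me3 peptide (50 nM) in PBS pH 7.4, 0.01% Tween-20, then compound added for 30 min. AlphaScreen streptavidin donor/nickel chelate acceptor beads (10 ug/mL final), 30 min dark, luminescence read.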
# Pin1 inh – human Pin1 inhibition. Q13526. Pin1 FP peptide displacement, HiFluor488, 10 min. Potency, µM (titrated, usually from 115 µM), for the others: at the top dose activity, negative = inhibition, most hits filed as inhibitors. 390,000 compounds, 0.009% hits; active = well fitted inhibition curve with a large enough effect in the polarisation, with a control signal flat, not every such curve was filed as active; inconclusive = small, poorly fitted or top-dose-only effect, or effect the other way, or a change in a side signal; inactive = no such curve, though single readings can be large or run the other way; the % refers to the polarisation; also: % is scaled to controls: 0 for no effect and ±100 for the full control effect
# Target sequence (Q13526 whole entry, looked up): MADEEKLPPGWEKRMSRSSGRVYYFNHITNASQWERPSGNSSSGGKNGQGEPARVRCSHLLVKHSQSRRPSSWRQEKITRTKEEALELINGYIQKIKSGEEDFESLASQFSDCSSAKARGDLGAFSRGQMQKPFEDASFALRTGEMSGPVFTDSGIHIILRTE
# GLS inh – glutaminase GLS (human) inhibition. GLS enzymatic activity, qHTS titration. Potency, µM (highest dose often 45.5 µM), without a hit: at the highest dose activity change, negative = inhibition, usual class: inhibitors. 410,000 compounds, 0.21% hits. AID 624170; also: % is scaled to controls: 0 for no effect and ±100 for the full control effect
#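 Coupled fluorescence readout: glutamate oxidase/HRP/Amplex Red detect glutamate formed by hKGA from L-glutamine (1 mM solution added). Buffer 45 mM KH2PO4 pH 8.2, 0.02% Tween-20; reads at t0 and 30 min RT.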
# RGS4 inhibitor – blocks human RGS4-accelerated GTP hydrolysis. P49798. 390,000 compounds, 0.039% hits. Transcreener GDP fluorescence polarization, RGS4-accelerated GTP hydrolysis. Potency, µM (doses to about 114 µM), inactives show top-dose activity change, negative = inhibition, actives largely listed as inhibitors; also: % is scaled to controls: 0 for no effect and ±100 for the full control effect; nearly all actives have a fitted effect of over 75% in size; some results filed as inactive show a strong effect at the top dose
# Target sequence (P49798 whole entry, looked up): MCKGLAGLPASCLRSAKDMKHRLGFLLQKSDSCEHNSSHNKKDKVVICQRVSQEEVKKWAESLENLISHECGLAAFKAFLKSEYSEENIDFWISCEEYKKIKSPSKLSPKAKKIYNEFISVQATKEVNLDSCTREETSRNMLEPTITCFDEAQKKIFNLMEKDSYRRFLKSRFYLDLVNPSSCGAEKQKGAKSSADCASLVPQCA
#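 MLSMR compounds (23 nl, pin-transferred) preincubated 10 min at room temperature with a 500nM (2x) first reagent, then RGS4 at 900nM (2x) plus Transcreener GDP mix added; fluorescence polarization (620/688 nm) read before and after 90 min at 30 °C.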
# ERG Ets-DNA blk – ERG Ets/DNA interaction inhibition | Potency, µM (highest dose often 76.9 µM), for inactives: at the top dose FP activity, negative = inhibition, most hits filed as inhibitors | 370,000 compounds, 0.028% hits | fluorescence polarization, His-ERG Ets domain / labelled DNA; active = well fitted inhibition curve with a large enough effect in the polarisation, with a control signal flat; inconclusive = small, poorly fitted or top-dose-only effect, or effect the other way, or a change in a side signal; inactive = no such curve, though single readings can be large or run the other way; the % refers to the polarisation;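 also: polarization taken with two DNA probes labelled with fluorescein and Texas red; % of control where 0% means no effect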
#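 His-tagged ERG Ets domain (1 uM in the protein solution; 300mM KCl, 50mM Tris-HCl, 1mM EDTA, 1mM DTT, pH 7.5) received compound, then a probe mix of 5 nM fluorescein-DNA and 100nM Texas-615-DNA. Fluorescence polarization was read for both dyes.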
# rTrxR1 inhibitor – rat TrxR1 inhibition; O89049; Potency, µM (top dose mostly 114 µM), for the others: at the top dose activity change, negative = inhibition, most hits filed as inhibitors; 390,000 compounds, 1% hits; AID 588453; recombinant rTrxR1, NADPH fluorescence consumption, selenite substrate; also: % is scaled to controls: 0 for no effect and ±100 for the full control effect; nearly all actives have a fitted effect of over 65% in size
#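 Rat TrxR1 (90 nM in the dispensed reagent) was pre-reduced with 400 uM NADPH for 5 min at room temperature, then incubated with compound for 15 min. After 400 uM selenite was added, NADPH fluorescence (Ex 340/Em 450 nm) was followed for 8 min.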
# ALOX12 inh – blocks human arachidonate 12S-lipoxygenase | purified 12hLO, xylenol orange hydroperoxide absorbance | 580,000 compounds, 1.1% hits | P18054 | Potency, µM (titrated, usually from 108 µM), without a hit: at the top dose activity change, negative = inhibition, hits mostly inhibitors; also: % is scaled to controls: 0 for no effect and ±100 for the full control effect
#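 Hydroperoxide product was detected by ferrous iron/xylenol orange as the 573 to 405 nm absorbance ratio. Arachidonic acid at 40 uM (final) was turned over for 30 min at room temperature by 150 nM human 12hLO, pH 7.0 Hepes buffer, after 15 min compound preincubation.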
# * hit, by the source's call; i = inactive; ? = inconclusive; nt = no result given; & = joins results of further samples; [ ] = another dose, or the depositor's remark. Unless noted, calls follow the shape of the dose curve; as a rule, active = well fitted curve in the direction sought with a large enough effect; inconclusive = small, poorly fitted or top-dose-only effect, or another doubt; inactive = no such curve, though single readings can be large; an effect the other way counts as inactive or inconclusive. Potency is read from the fitted curve at half-maximal effect. The list is partial; count on the stated rates, not on these rows.
item	structure	PGK inhibitor	JMJD2A Tudor inh	HP1b binding inh	Pin1 inh	GLS inh
1	O=C(CCN1C(=O)c2cccnc2C1=O)NC1CCCCCC1	1%	-10%	44%[activator]	-5%	1%
2	O=C(COC(=O)Cc1c(F)cccc1Cl)NCc1ccc2c(c1)OCO2	-7%	-9%	12%	0%	4%
3	Cc1ccc(C(O)c2cccnc2)o1 (stereo not given)	-6%	-19%	14%	-12%	13%
4	Cc1cccc(C)c1NC(=O)c1ccc2c(c1)N(Cc1cccc(Cl)c1)C(=O)c1ccccc1S2=O (stereo not given)	-11%	-19%	63%[activator]	24%	7%
5	Cc1ccc2nc(NC(=O)C3CCN(c4ncnc5sc(C)c(C)c45)CC3)sc2c1	1%	-12%	17%	1%	4%
6	COc1ccc2c(c1OC)C(=O)N1C2SC(C)(C)[C@H]1C(=O)NC1CC1 (stereo not given in full)	-6%	0%	54%[activator]	0%	-5%
7	CC(C)CC1(C)NC(=O)NC1=O (stereo not given)	-3%	1%	20%	2%	3%
8	O=C(CSc1nccn(-c2ccc(F)c(F)c2)c1=O)NC1CCCC1	-3%	-13%	17%	11%	5%
9	CCCSc1ccc([C@@H]2[C@@H]3C(=O)N(CC)C(=O)[C@@H]3[C@]3(C(=O)OC)CCCCN23)cc1	9%	-10%	55%[activator]	?	2%
10	COc1ccc(Nc2nc(C)nc3c2nnn3Cc2ccccc2)cc1OC	-2%	3%	14%	0%	0%
11	COc1ccc(Cn2c(CNC(=O)c3ccc(N(C)C)cc3)nc3cccnc32)cc1	-9%	-28%	6%[57 µM]	-2%	5%
12	CC1(C)Cc2ccccc2-c2nc(NCCO)n(-c3ccccc3)c(=O)c21	-7%	-11%	27%	-3%	1%

item	RGS4 inhibitor	ERG Ets-DNA blk	rTrxR1 inhibitor	ALOX12 inh
1	-19%	-5%	-4%	11%
2	-25%	-4%	8%	-21%
3	6%	6%	-16%[57.1 µM]	8%
4	-12%	2%	15%	-10%
5	-8%	6%	-13%	nt
6	-10%	-7%	10%	-9%
7	-28%	6%	4%[57.1 µM]	-1%
8	-15%	22%	22%	5%
9	16%	-8%	-12%[57.1 µM]	-28%
10	7%	-3%	48%[activator]	-4%
11	-3%	0%	11%[57.1 µM]	3%
12	-24%	9%	24%[57.1 µM]	-16%

# Next part.
item	structure	PGK inhibitor	JMJD2A Tudor inh	HP1b binding inh	Pin1 inh	GLS inh
13	CC1(C)Cc2cccc(OCC(O)CN3CCN(c4ccccn4)CC3)c2O1 (stereo not given)	5%	-18%	24%	1%	-8%
14	COc1ccccc1CNC(=O)c1sccc1C	-8%	-11%	-1%	-5%	0%
15	COc1ccc(N(CC(=O)N2CCN(c3cccc(Cl)c3)CC2)S(=O)(=O)c2c(C)noc2C)cc1	-1%&-3%	-15%&-26%	27%&0%	1%&3%	-3%&-8%
16	Cc1ccc(CNC(=O)C(=O)NCC(c2ccco2)S(=O)(=O)c2ccc(C)cc2)cc1 (stereo not given)	-6%	-20%	34%	5%	2%
17	CC12CNCC(C)(CN(C(c3ccccc3)c3ccccc3)C1)C2	-6%	-11%	6%	0%	10%
18	Oc1ccc[n+](CCCCC[n+]2cccc(O)c2)c1	-4%	-1%	35%	1%	3%
19	CCCCNS(=O)(=O)/C=C/c1ccccc1	1%	10%	32%	-3%	0%
20	Cc1ccc(C(=O)CCC(=O)NC2CCCC(C)C2C)cc1 (stereo not given)	3%	0%	31%	-20%	-5%
21	N#Cc1ccsc1NC(=O)CN1CCN(c2ccc(O)cc2)CC1	-6%	?	?	?	?
22	CN1CC(=O)N(CCOc2ccccc2)C1=O	-8%	-3%	26%	7%	2%
23	CCCCOc1ccc(C(=O)NCC(=O)N2CC(C)OC(C)C2)cc1 (stereo not given)	6%	-2%	36%	1%	-5%
24	CC(C(=O)Nc1ccccc1C(=O)N1CCOCC1)N(c1ccccc1)S(C)(=O)=O (stereo not given)	-3%	40µM*	?	-3%	24%

item	RGS4 inhibitor	ERG Ets-DNA blk	rTrxR1 inhibitor	ALOX12 inh
13	-32%	1%	-8%[57.1 µM]	165%[activator]
14	7%	3%	16%	-13%
15	-16%&10%	6%&3%	22%&19%	7%&-12%
16	-10%	3%	7%[57.1 µM]	-8%
17	5%	-13%	19%	-1%
18	7%	3%	-3%	-19%
19	-10%	7%	15%	-7%
20	13%	-1%	5%	53%[activator]
21	1%	5%	-1%	-18%
22	0%	-7%	4%	0%
23	-4%	9%	8%	15%
24	?	7%	12%	0%

# More entries follow.
item	structure	PGK inhibitor	JMJD2A Tudor inh	HP1b binding inh	Pin1 inh	GLS inh
25	CCc1cc(-c2[nH]ncc2-c2ccc(OC)cc2)c(O)cc1O	-1%	?	-14%	0%	?
26	Cc1ccccc1N1CC(C(=O)N2CCc3ccccc32)CC1=O (stereo not given)	i	-12%	29%	5%	-6%
27	CC(C)NC(=O)CSc1nc(N)c(NC(=O)c2ccco2)c(=O)[nH]1	4%	-8%	12%	4%	-4%
28	O=C(COc1ccc2c3c(c(=O)oc2c1)CCC3)N1CCN(c2ccccc2)CC1	-4%	-21%	-3%	2%	9%
29	CCC1(C)Cc2ccccc2-c2c1c(=O)n(-c1ccc(C)cc1)c1nnnn21 (stereo not given)	-8%	-6%	26%	2%	-2%
30	CCN(CC)C(=O)c1c(Cl)nc(C)c([N+](=O)[O-])c1C	-7%	6%	49%[activator]	5%	2%
31	COc1ccc(C(CCNCc2ccc(N(C)C)cc2)c2ccccc2OC)cc1 (stereo not given)	-8%	25µM*	50µM*	3%	-12%
32	CCN(CC)S(=O)(=O)c1ccc(N2CCCC2)c(NS(=O)(=O)c2ccccc2)c1	-2%	-25%	33%	18%	6%
33	COc1ccc(-c2nc(N)n[nH]2)cc1OC	-4%	-8%	20%	-8%	44%[activator]
34	CCCc1cc(=O)[nH]c2nnc(SCCC(C)C)n12	-2%	-3%	46%	-2%	8%
35	Cc1cccc(N2CC(C(=O)NCCC3=CCCCC3)CC2=O)c1C (stereo not given)	-2%	0%	12%	1%	2%
36	O=C(CCN1CCCCCC1)Nc1ccc(F)cc1	-8%	-4%	16%	4%	43%[activator]

item	RGS4 inhibitor	ERG Ets-DNA blk	rTrxR1 inhibitor	ALOX12 inh
25	-2%	6%	26%[57.1 µM]	?
26	-35%	-2%	4%	-10%
27	1%	-4%	9%[57.1 µM]	-22%
28	-27%	6%	6%	-4%
29	-7%	-13%	5%[2.29 µM]	0%
30	-8%	-9%	2%[57.1 µM]	5%
31	9%	10%	12%	?
32	-23%	-3%	0%	?
33	16%	0%	17%[57.1 µM]	-1%
34	-28%	-19%	8%[57.1 µM]	5%
35	3%	-1%	17%[11.4 µM]	-13%
36	12%	nt	22%	-14%

# Among those listed so far, these contain a thiophene ring, fused or not:
item	structure	PGK inhibitor	JMJD2A Tudor inh	HP1b binding inh	Pin1 inh	GLS inh
5	Cc1ccc2nc(NC(=O)C3CCN(c4ncnc5sc(C)c(C)c45)CC3)sc2c1	1%	-12%	17%	1%	4%
14	COc1ccccc1CNC(=O)c1sccc1C	-8%	-11%	-1%	-5%	0%
21	N#Cc1ccsc1NC(=O)CN1CCN(c2ccc(O)cc2)CC1	-6%	?	?	?	?

item	RGS4 inhibitor	ERG Ets-DNA blk	rTrxR1 inhibitor	ALOX12 inh
5	-8%	6%	-13%	nt
14	7%	3%	16%	-13%
21	1%	5%	-1%	-18%

# (continued)
item	structure	PGK inhibitor	JMJD2A Tudor inh	HP1b binding inh	Pin1 inh	GLS inh
37	CCOc1ccc(CC(=O)N2CCC3(CC2)NCCc2[nH]cnc23)cc1	-7%	-13%	19%	3%	-5%
38	C=CCN(CC=C)C(=S)Nc1ccc2nsnc2c1	-7%	4%	34%	-22%	13%
39	CCOC(=O)N1CCC(NCc2c(C(=O)N(C)Cc3ccccc3)nc3ccccn23)CC1	-8%	-17%	29%	-4%	-16%
40	COCCN(C(=O)c1ccc(-c2ccc(Cl)cc2)o1)c1c(N)n(CC(C)C)c(=O)[nH]c1=O	-7%	-15%	25%	7%	-2%
41	CCC(=O)Nc1nnc(-c2ccc(OC)cc2)o1	i	-2%	58%[activator]	0%	-10%
42	CC(=O)c1ccc(N(C(=O)Cn2nnc(-c3ccccc3)n2)C(C(=O)NC2CCCCC2)c2ccccn2)cc1 (stereo not given)	-1%	16%	20%	11%	6%
43	Cc1cccc(CCn2c(=O)c3ccccc3n(Cc3ccccc3C)c2=O)c1	1%	18%	54%[activator]	4%	3%
44	CCN(CC(=O)Nc1ccc(NC(C)=O)cc1)C(=O)c1c(-c2c(F)cccc2Cl)noc1C	i	-4%	25%	-1%	-2%
45	Clc1ccc(OCc2noc(-c3ccsc3)n2)c(Cl)c1	-10%	263%[activator]	273%[activator]	3%	-3%

item	RGS4 inhibitor	ERG Ets-DNA blk	rTrxR1 inhibitor	ALOX12 inh
37	15%	2%	25%	0%
38	-40%	1%	-3%[57.1 µM]	?
39	-7%	0%	4%	-3%
40	10%	7%	-28%	-22%
41	-7%	3%	29%	43%[activator]
42	6%	2%	5%[57.1 µM]	-5%
43	-3%	-5%	8%	-2%
44	-37%	-3%	1%	-13%
45	4%	-9%	24%	7%
